Screening results from PubChem BioAssay.
Pax4 mRNA alpha TC1 = activators of Pax4 gene expression, primary screen, RT-PCR, mouse alpha TC1 cells, single point (AID 1053180). mouse alpha TC1 cells, Pax4 mRNA qPCR, 6 days; active compounds read high; 100% = Pax4 plasmid added at qPCR. activation, % at 10 µM. 9,600 compounds, 0.2% hits;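 active = highest normalized replicate activity of 15 or more, or at least half the replicates reach 15 or more; inactive = neither condition met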;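 note: pax4 Ct normalized to GAPDH with activation seen as lower delta delta Ct; plate controls were plate neutral control wells for no effect and Pax4 plasmid positive control for full effect; each compound tested in two replicate wells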
DLD1 CTGF mRNA = YAP1 pathway inhibitors via CTGF transcript, primary screen, DLD1 colon cancer cells, RT-qPCR, single point (AID 743449); DLD1 CTGF mRNA qPCR, 24 h; active compounds read high; inhibition, % at 12.5 µM; 9,900 compounds, 0.9% hits;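 active = mean normalized replicate activity at least 50 and at least half of replicates each reaching 50; inconclusive = only one of the two criteria met; inactive = neither criterion met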;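 note: 0% = neutral control wells and 100% = dasatinib control wells; higher means stronger suppression of CTGF expression like dasatinib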
* = called active by the depositor; ? = inconclusive; / = no result given. The list is partial; rates above refer to the full screens.

molecule,Pax4 mRNA alpha TC1,DLD1 CTGF mRNA
O=C(C[C@H]1CC[C@H]2[C@@H](COC[C@@H](O)CN2C(=O)c2cnccn2)O1)N1CCN(c2ccccc2)CC1,0.0,-2.2
CO[C@H]1CC[C@@H]2CCOc3c(C#N)cccc3C(=O)N(C)C[C@@H](OC)[C@H](C)C(=O)N(C)C[C@H]1O2,0.0,-8.1
COc1ccccc1-c1ccc2c(c1)[C@H]1[C@H](CCN1C(=O)CN1CCOCC1)[C@H](CO)N2C,0.0,13.9
COc1ccc(S(=O)(=O)N2CC[C@@H]3[C@H](CO)Nc4ccc(Br)cc4[C@@H]32)cc1,0.0,14.7
Cc1ccccc1S(=O)(=O)N1CCCCN2[C@H](CO)[C@@H](c3ccc(C#CCN(C)C)cc3)[C@@H]2C1,0.0,-10.8
COc1ccc(-c2ccccc2[C@H]2[C@@H](C#N)N(C(=O)C3CCC3)[C@H]2CO)cc1,0.0,-32.1
Cc1ccc(S(=O)(=O)N(C)C[C@H]2OCCCC[C@@H](C)Oc3ccc(NC(=O)c4ccncc4)cc3C(=O)N([C@@H](C)CO)C[C@@H]2C)cc1,0.0,10.2
Cc1noc(C)c1S(=O)(=O)N(C)C[C@H]1OCCCC[C@H](C)Oc2ccc(NS(=O)(=O)c3cn(C)cn3)cc2C(=O)N([C@@H](C)CO)C[C@@H]1C,0.0,-16.3

Some values from the entries so far.
For Pax4 mRNA alpha TC1, CO[C@H]1CC[C@@H]2CCOc3c(C#N)cccc3C(=O)N(C)C[C@@H](OC)[C@H](C)C(=O)N(C)C[C@H]1O2 has the entry 0.0
For DLD1 CTGF mRNA, COc1ccc(S(=O)(=O)N2CC[C@@H]3[C@H](CO)Nc4ccc(Br)cc4[C@@H]32)cc1 has the entry 14.7

More compounds:
molecule,Pax4 mRNA alpha TC1,DLD1 CTGF mRNA
CS(=O)(=O)N1CC(=O)N2[C@H](CO)[C@@H](c3ccc(C#CCC4CCCC4)cc3)[C@@H]2C1,0.0,8.0
O=C(O)[C@@H]1[C@@H](CO)[C@@H]2Cn3c(ccc(/C=C/c4ccccc4)c3=O)[C@@H]2N1Cc1ccc2c(c1)OCO2,0.0,-11.3
C[C@@H]1COCc2cn(nn2)CCCC(=O)N1,0.0,-3.2
CCS(=O)(=O)N1[C@H](CO)[C@H](c2ccccc2)[C@@H]1CN(C)Cc1ccccn1,0.0,-23.3
COCC#Cc1ccc([C@@H]2[C@@H](CO)N3C(=O)CN(C(=O)Nc4ccccc4F)C[C@@H]23)cc1,0.0,4.1
CN1[C@@H]2CN(C(=O)C3CCCCC3)c3ccccc3[C@@H]2[C@@H]1CO,0.0,5.4
C[C@H](CO)N1C[C@H](C)[C@@H](CN(C)C(=O)CN2CCOCC2)Oc2ncc(-c3ccncc3)cc2C1=O,0.0,-10.8
Cc1noc(C)c1NC(=O)Nc1ccc2c(c1)C(=O)N([C@@H](C)CO)C[C@@H](C)[C@@H](CN(C)Cc1ccc3c(c1)OCO3)OCCCC[C@H](C)O2,0.0,-12.1
CC(C)[C@H]1C(=O)N[C@H](c2ccc(F)cc2)CC=CC[C@@H](C)Oc2ccccc2C(=O)N1C (mixture of isomers),0.0,-28.9
CCCN1C[C@H](C)[C@@H](OC)CN(C)C(=O)c2cc(NC(=O)Nc3cccc(F)c3)ccc2OC[C@H]1C,0.0,-5.5
Cc1ccc(S(=O)(=O)N2C[C@H]3[C@@H](c4ccccc42)[C@H](CO)N3Cc2cccnc2)cc1,0.0,-10.7
C[C@H](CO)N1C[C@H](C)[C@@H](CN(C)CC2CCCCC2)OCc2cnnn2CCCC1=O,0.0,9.3
O=C(C[C@H]1CC[C@H]2[C@@H](COC[C@H](O)CN2C(=O)Nc2ccc(Cl)cc2)O1)NCC1CCCCC1,0.0,6.6
COc1ccc2c3c(n(C)c2c1)[C@H](CO)N(CC1CCOCC1)CC31CN(Cc2nccs2)C1,0.0,-10.6
CC(C)[C@H]1C(=O)N[C@@H](c2ccc(F)cc2)CC=CC[C@H](C)Oc2ccccc2C(=O)N1C (mixture of isomers),0.0,9.9
O=C(Nc1ccc(C(F)(F)F)cc1)Nc1ccc2c(c1)[C@H]1C[C@H](CC(=O)N3CCc4ccccc4C3)O[C@@H](CO)[C@H]1O2,0.0,57.2*
O=C(C1CCC1)N1CCCCN2[C@H](C1)[C@H](c1ccc(-c3ccncc3)cc1)[C@@H]2CO,0.0,-28.8
CCC(=O)N1C[C@@H](C)[C@H](OC)CN(C)C(=O)c2cc(NC(=O)Nc3ccc(Cl)cc3)ccc2OC[C@H]1C,0.0,?
CO[C@H](CN(C)C(=O)Nc1ccc(Cl)cc1)[C@@H](C)CN(Cc1ccccc1Cl)[C@H](C)CO,0.0,12.5
Cc1ccc(S(=O)(=O)N(C)C[C@@H]2Oc3c(NS(C)(=O)=O)cccc3C(=O)N([C@H](C)CO)C[C@@H]2C)cc1,0.0,17.5
C[C@H]1CCCCO[C@@H](CN(C)C(=O)NC2CCCCC2)[C@@H](C)CN([C@@H](C)CO)C(=O)c2cc(N(C)C)ccc2O1,0.0,-12.8
Cc1noc(C)c1NC(=O)N(C)C[C@@H]1Oc2cc(C#CCN(C)C)ccc2S(=O)(=O)N([C@H](C)CO)C[C@@H]1C,0.1,-0.4
O=C(NCC[C@@H]1CC[C@H](NC(=O)c2ccccc2F)[C@H](CO)O1)c1cnccn1,0.0,-8.8
O=C(Cc1ccncc1)N1CC[C@@H]2[C@H]1c1cc(-c3ccccc3F)ccc1N[C@@H]2CO,0.0,3.3
O=C(C1CC1)N1CC2(C1)[C@H](c1ccccc1)[C@@H](CO)N2S(=O)(=O)c1ccccc1,/,-14.7
C/C=C/c1ccc([C@H]2[C@@H](CO)N(CC3CC3)C23CN(C(=O)c2ccc4c(c2)OCO4)C3)cc1,/,24.8
C[C@@H]1CCCCO[C@@H](CN(C)Cc2ccncc2)[C@H](C)CN([C@H](C)CO)C(=O)c2cc(NS(=O)(=O)c3ccc(Cl)cc3)ccc2O1,0.0,-24.9
N#C[C@@H]1[C@@H](c2ccc(-c3cccnc3)cc2)[C@H](CO)N1C(=O)C1CCOCC1,0.0,8.0
COCC(=O)N1CC(=O)N2[C@@H](CO)[C@@H](c3ccc(C#CC4CC4)cc3)[C@@H]2C1,0.0,2.3
CCN1[C@@H]2c3ccc(C4=CCCC4)c(=O)n3C[C@@H]2[C@@H](CO)[C@@H]1C(=O)NC1Cc2ccccc2C1,0.0,-18.3
CO[C@@H]1CC[C@@H]2CCN(C)C(=O)CC3(CCCCC3)CN(C)C(=O)c3cccc(C#N)c3OC[C@@H]1O2,0.0,25.2
C[C@@H]1CN([C@H](C)CO)C(=O)c2cc(-c3cccc(C(=O)N(C)C)c3)cnc2O[C@@H]1CN(C)C(=O)Cc1ccccn1,0.0,12.2
CNC[C@@H]1OCCCC[C@H](C)Oc2ccc(NC(=O)Nc3ccc(OC)cc3)cc2C(=O)N([C@H](C)CO)C[C@H]1C,0.0,9.3
CC[C@H]1C/C=C\C[C@@H](c2ccc(OC)cc2OC)NC(=O)[C@H](C)CC(=O)N1,0.0,-2.4
CO[C@H]1CN(C)C(=O)c2ccc(NC(=O)c3ccno3)cc2OC[C@H](C)N(S(C)(=O)=O)C[C@@H]1C,0.0,6.9
O=C(C[C@H]1CC[C@H]2[C@@H](COC[C@@H](O)CN2C(=O)Cc2ccccc2)O1)NC1Cc2ccccc2C1,0.0,15.3
C/C=C/c1ccc([C@H]2[C@@H](CO)N(C(C)=O)[C@H]2CNC(=O)c2ccccc2)cc1,0.0,-5.9
COc1ccc(NC(=O)N2CC(=O)N3[C@H](CO)[C@H](c4ccc(Br)cc4)[C@H]3C2)cc1,0.0,-8.1
CC(=O)N1[C@H](CO)[C@H](c2ccc(C3=CCCCC3)cc2)[C@@H]1CNC(=O)CN(C)C,0.0,0.3
CC(C)[C@@H]1CC=CC[C@H](C)Oc2ccccc2C(=O)N(C)[C@@H](C(C)C)C(=O)N1 (mixture of isomers),0.0,-30.4
CCNC(=O)C[C@@H]1CC[C@H]2[C@@H](COC[C@@H](O)CN2C(=O)c2ccccn2)O1,0.0,7.9
O=C(C[C@H]1CC[C@@H]2[C@H](COC[C@H](O)CN2Cc2cc(F)ccc2F)O1)NCc1ccc(Oc2ccccc2)cc1,0.2,8.8
C[C@@H](NC(=O)C[C@H]1CC[C@@H]2[C@H](COC[C@H](O)CN2C(=O)Nc2cccc(Cl)c2)O1)c1ccccc1,0.0,-4.2
COc1cccc(CNC(=O)C[C@H]2CC[C@H]3[C@@H](COc4ccc(NS(=O)(=O)c5ccccc5F)cc4C(=O)N3C)O2)c1,0.0,9.8
C[C@@H]1CCCCO[C@@H](CN(C)CC2CCCCC2)[C@H](C)CN([C@@H](C)CO)C(=O)c2cc(NS(C)(=O)=O)ccc2O1,0.0,-13.5
CCCNC(=O)N1[C@H](CO)[C@@H](c2ccccc2-c2ccc(OC)cc2)[C@@H]1C#N,0.0,25.6
Cc1noc(C)c1S(=O)(=O)N(C)C[C@H]1OCc2cnnn2CCCC(=O)N([C@@H](C)CO)C[C@H]1C,0.0,-24.0
COCC#Cc1ccc([C@@H]2[C@H](CO)N3C(=O)CN(C(=O)C4CCCCC4)C[C@@H]23)cc1,0.0,-3.8
COc1ccc2c3c([nH]c2c1)[C@@H](CO)N(C(=O)CN(C)C)CC31CN(CC2CC2)C1,0.1,-2.2
COCC(=O)N1[C@H](CO)[C@H](c2ccc(C#CC(C)C)cc2)[C@@H]1CNC(C)=O,0.0,26.8
Cc1ccccc1S(=O)(=O)N1CC[C@@H]2[C@H]1c1cc(-c3cccc(F)c3)ccc1N(C)[C@H]2CO,0.0,10.8
COc1cccc(-c2ccc([C@H]3[C@H]4CN(C(=O)c5cccnc5)CC(=O)N4[C@H]3CO)cc2)c1,0.0,8.1
COCC(=O)Nc1ccc2c(c1)[C@@H]1C[C@@H](CC(=O)N3CCOCC3)O[C@@H](CO)[C@@H]1O2,0.0,3.6
CCNC(=O)C[C@@H]1CC[C@@H]2[C@H](COC[C@H](O)CN2C(=O)C2CCCC2)O1,0.1,2.6
C[C@H]1CN([C@@H](C)CO)C(=O)c2cc(NS(=O)(=O)c3ccc(F)cc3)ccc2O[C@@H]1CN(C)C(=O)Nc1ccccc1,0.0,-61.1
Cc1cc(C(=O)Nc2ccc3c(c2)C(=O)N(C)[C@H]2CC[C@@H](CC(=O)O)O[C@@H]2CO3)no1,0.0,9.5

Four records drawn at random from the list so far:
molecule,Pax4 mRNA alpha TC1,DLD1 CTGF mRNA
Cc1noc(C)c1NC(=O)N(C)C[C@@H]1Oc2cc(C#CCN(C)C)ccc2S(=O)(=O)N([C@H](C)CO)C[C@@H]1C,0.1,-0.4
COCC#Cc1ccc([C@@H]2[C@@H](CO)N3C(=O)CN(C(=O)Nc4ccccc4F)C[C@@H]23)cc1,0.0,4.1
O=C(C[C@H]1CC[C@H]2[C@@H](COC[C@@H](O)CN2C(=O)c2cnccn2)O1)N1CCN(c2ccccc2)CC1,0.0,-2.2
Cc1ccc(S(=O)(=O)N2C[C@H]3[C@@H](c4ccccc42)[C@H](CO)N3Cc2cccnc2)cc1,0.0,-10.7

(listing goes on)
molecule,Pax4 mRNA alpha TC1,DLD1 CTGF mRNA
Cn1cnc(S(=O)(=O)N[C@H]2CC[C@H](CC(=O)NCC3CCCCC3)O[C@@H]2CO)c1,0.0,-8.1
O=C(c1cccc(F)c1)N1CC2(C1)[C@H](c1ccccc1)[C@@H](CO)N2C(=O)C1CCCCC1,/,-10.6
O=C1N[C@H](c2ccccc2)COCc2cn(nn2)CC[C@H]1Cc1cccc(Cl)c1,0.0,-1.3
O=C(Nc1cccc(Cl)c1)N[C@@H]1CC[C@H](CCn2cc(Cc3ccccc3)nn2)O[C@H]1CO,0.0,20.2

A run of entries of the results above, for reference:
molecule,Pax4 mRNA alpha TC1,DLD1 CTGF mRNA
Cn1cnc(S(=O)(=O)N[C@H]2CC[C@H](CC(=O)NCC3CCCCC3)O[C@@H]2CO)c1,0.0,-8.1
O=C(c1cccc(F)c1)N1CC2(C1)[C@H](c1ccccc1)[C@@H](CO)N2C(=O)C1CCCCC1,/,-10.6
O=C1N[C@H](c2ccccc2)COCc2cn(nn2)CC[C@H]1Cc1cccc(Cl)c1,0.0,-1.3
